High-throughput results: PubChem BioAssay, several laboratories
FXIa inh: inhibitors of human coagulation factor XIa; P03951; purified FXIa, Boc-Glu-Ala-Arg-AMC fluorogenic substrate; inhibition, % at 5 µM; 0.14% of 220,000 active; AID 798;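 active = inhibition of at least 40%; inactive = inhibition below 40%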;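 note: fluorescence of freed AMC excited at 355 nm; 0% = enzyme without compound and 100% = no enzyme blank; many of its hits are not listed in these tables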
Target sequence (P03951 19-387 limits assumed): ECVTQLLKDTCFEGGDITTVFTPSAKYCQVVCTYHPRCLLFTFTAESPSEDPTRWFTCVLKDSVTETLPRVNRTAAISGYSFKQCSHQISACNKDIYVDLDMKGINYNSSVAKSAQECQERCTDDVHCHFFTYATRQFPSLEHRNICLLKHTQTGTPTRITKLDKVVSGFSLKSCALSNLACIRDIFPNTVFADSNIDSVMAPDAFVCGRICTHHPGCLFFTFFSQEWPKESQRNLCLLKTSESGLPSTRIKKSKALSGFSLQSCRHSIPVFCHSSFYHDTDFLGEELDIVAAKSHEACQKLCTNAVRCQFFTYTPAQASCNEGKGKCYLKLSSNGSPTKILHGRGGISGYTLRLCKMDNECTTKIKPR
Target sequence (P03951 388-625 limits assumed): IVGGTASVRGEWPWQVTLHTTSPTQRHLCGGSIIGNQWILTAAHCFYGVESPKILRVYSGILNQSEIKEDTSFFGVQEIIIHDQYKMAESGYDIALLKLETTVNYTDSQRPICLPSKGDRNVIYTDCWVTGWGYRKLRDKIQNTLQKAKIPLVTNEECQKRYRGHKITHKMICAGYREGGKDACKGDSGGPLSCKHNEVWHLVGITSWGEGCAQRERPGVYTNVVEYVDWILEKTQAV
Cl transport mod: KCC2 (human) Cl- transport modulation. Q9H2X9. KCC2 cells, thallium flux FluoZin-2 fluorescence. AID 1456. B-score of Tl+ flux slope (higher = more flux/activation; lower = inhibition) at 10 µM. 2.2% of 190,000 active;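 active = thallium flux slope and its plate-corrected score both differing from the plate sample mean at a set confidence after two filtering rounds, in either direction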;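 note: slope of fluorescence scaled to starting intensity during 10 to 20 s after thallium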
Calpain2 inh: blocks pig calpain II enzyme activity | 0.37% of 220,000 active | purified calpain II, fluorogenic peptide substrate, 30 min | inhibition, % at 16 µM;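 active = inhibition above about 50%, limit read from the data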
Furin inhibitor: blocks human furin protease activity | P09958 | purified furin, fluorogenic substrate cleavage | inhibition, % at 30 µM | 0.061% of 220,000 active; in the data active = inhibition above about 25%; note: inactives centre near -15
PERK inhibitor: blocks human PERK kinase | 0.17% of 220,000 active | Q9NZJ5 | AID 1416 | CHO PERK-DD fusion, SEAP luminescence translation reporter | inhibition, % at 5.6 µM;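 active = inhibition above the mean inhibition of all tested compounds plus 3 SD, set separately per screening campaign, cut at about 2.9% in these data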;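 note: PERK kinase domain activated by AP20187 dimerizer at 100 nM; 0% = DMSO with dimerizer and 100% = rapamycin at 8.4 µM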
Rad51 HR inh: Rad51 (human) homologous recombination inhibition. Q06609. hRad51 DNA strand exchange, fluorescence dequenching. inhibition, % at 10 µM. 0.085% of 200,000 active;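 active = inhibition above 40% at the single screening dose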;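 note: 0% = DMSO control wells and 100% = blanks with heterologous ssDNA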
Target sequence (Q06609 whole entry, looked up): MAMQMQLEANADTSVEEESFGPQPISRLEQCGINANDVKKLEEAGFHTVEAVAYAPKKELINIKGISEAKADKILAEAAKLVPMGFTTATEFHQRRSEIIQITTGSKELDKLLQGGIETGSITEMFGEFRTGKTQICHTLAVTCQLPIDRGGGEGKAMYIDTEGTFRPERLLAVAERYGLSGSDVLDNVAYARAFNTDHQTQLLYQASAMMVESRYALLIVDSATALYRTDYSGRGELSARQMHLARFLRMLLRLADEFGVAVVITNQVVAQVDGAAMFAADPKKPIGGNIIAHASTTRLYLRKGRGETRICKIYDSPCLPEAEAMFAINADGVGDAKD
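System: hRad51 filaments on single-stranded DNA; reagent: Fluorescein- and BHQ1-tagged 47-mer duplex; compound dosing: one concentration, 10 µM final; timing: filaments 15 min 37 °C, then compound 30 min; measured by: fluorescein emission 520 nm, excitation 485 nm; benchmarks: per-plate controls and blanks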
KLK5 inh: inhibitors of human kallikrein 5; Q9Y337; recombinant hK5, fluorogenic AMC substrate cleavage; inhibition, % at 5 µM; 0.59% of 210,000 active;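 active = inhibition of 40% or more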;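 note: 0% = enzyme controls without compound and 100% = no-enzyme blanks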
FXIIa inh: blocks human coagulation factor XIIa protease activity | P00748 | purified FXIIa, Boc-QGR-AMC fluorogenic substrate, 2 h | inhibition, % at 5 µM | 0.3% of 220,000 active | AID 800; in the data active = inhibition above about 40%;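 note: 0% = enzyme with no compound and 100% = blank without enzyme; many of its hits are not listed in these tables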
thrombin 1536: inhibitors of human thrombin; alpha-thrombin, Boc-VPR-AMC fluorogenic substrate cleavage; inhibition, % at 5 µM; 0.26% of 220,000 active; AID 1046;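 active = inhibition at or above 40%; inactive = inhibition below 40%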;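 note: 0% = enzyme with no compound and 100% = wells without enzyme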
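Material: human alpha-thrombin protein; Also added: Boc-VPR-AMC substrate, 15 µM final; Timing: enzyme reaction carried out at room temperature; Signal: fluorescence, ex 355 nm, em 460 nm; Measure: % inhibition of thrombin; Controls: enzyme without compound as high, wells lacking enzyme as low.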
Numbers without * were called inactive; x = not tested or not shown; [ ] = remark or other dose. The list is partial (hit frequency here may not be typical).

Preview:
FXIa inh	Cl transport mod	structure	Calpain2 inh	Furin inhibitor	PERK inhibitor	Rad51 HR inh	KLK5 inh	FXIIa inh	thrombin 1536
4	-0.13	O=C1C2CC(O)CN2C(=O)N1c1ccccc1 (stereo unspecified)	4	14	1.3	25	-5	13	4
2	0.66	CC(C)OC(=O)NCCOC(=O)Nc1cccc(Cl)c1	-31	-3	1.1	3	-11	21	1

The listing, previewed entries included:
FXIa inh	Cl transport mod	structure	Calpain2 inh	Furin inhibitor	PERK inhibitor	Rad51 HR inh	KLK5 inh	FXIIa inh	thrombin 1536
4	-0.13	O=C1C2CC(O)CN2C(=O)N1c1ccccc1 (stereo unspecified)	4	14	1.3	25	-5	13	4
2	0.66	CC(C)OC(=O)NCCOC(=O)Nc1cccc(Cl)c1	-31	-3	1.1	3	-11	21	1
-3	x	COc1ccccc1N(CC(=O)NC1CCCCC1)S(C)(=O)=O	-22	-10	0.6	-9	-17	15	-16
2	1.3	CCOC(=O)Cn1nc(-c2ccc(C)cc2)ccc1=O	-8	-20[20 µM]	-0.3	0	4	-2	-3
-5	-0.045	CCN(CCn1cccn1)C(=O)CCc1nnc(C2(c3ccc(Cl)cc3)CCC2)o1	3	-6	-0.4	-5	-6	4	-16
-2	-0.73	N/C(=N\OC(=O)c1cc([N+](=O)[O-])ccc1Cl)c1ccccn1	-12	-17	1.4	10	-1	4	-4
0	0.42	COc1ccc(CCNC(=O)C(=O)NN=C2CCCCCCC2)cc1OC	-22	-20	-1.1	12	-1	5	1
4	-0.22	Cc1cccc2c1N1C(=O)c3c(C(=O)O)cccc3C1CC2C (stereo unspecified)	-32	-20[20 µM]	1.0	3	-18	14	2
11	1.2	O=C(NO)c1ccccc1O	-13	-17	0.9	-2	-8	11	2
-4	0.99	Cc1ccc(C(C(=O)NC2CCCCC2)N2CCC3(CC2)OCCO3)cc1 (stereo unspecified)	2	-16[20 µM]	0.0	6	0	-13	-16
6	0.12	COc1ccc(-c2c(C(C)=O)c(C)nc3sc4c(=N)n(N)cnc4c23)cc1	1	-9	-1.0	-6	-13	5	-5
-2	0.35	COC(=O)CN(c1ccccc1[N+](=O)[O-])S(=O)(=O)c1ccccc1	-13	-16	0.4	5	-3	1	-12
-2	-0.15	CCCCCCCC(=O)NC1=NC(=O)C(C)(C)S1	22	12	0.7	14	-4	3	0
0	0.035	C=CCn1c(-c2cccc(Cl)c2)n[nH]c1=S	-18	-21	0.3	5	-4	1	-11
-9	-1.5	O=C(Nc1ccc(F)cc1)c1cccc(N2C(=O)C3C4CCC(C4)C3C2=O)c1 (stereo unspecified)	29	-13	-0.9	25	-3	-8	-8
0	-0.8	Cc1ccccc1CN1C(=O)C(O)(CC(=O)c2ccncc2)c2ccccc21 (stereo unspecified)	13	-22	1.3	3	-8	-3	6
5	0.68	CC(=O)c1cccc(NC(=O)N2CCCC2C(=O)NCc2ccccc2)c1 (stereo unspecified)	-13	-16	0.9	3	11	14	0
7	0.4	CCSc1nnc(CNC(=O)C23CC4CC(CC(C4)C2)C3)n1C1CCCCC1	7	-4	0.5	9	-4	10	-2
3	-2	CCN(CC)C(=O)CC(c1ccccc1)c1ccco1 (stereo unspecified)	-28	-6[20 µM]	0.3	0	0	15	2
2	-0.38	CN(C)S(=O)(=O)c1cccc(NC(=O)c2cc3c(=O)n4ccccc4nc3s2)c1	-153	-12	0.8	-16	-29	-4	-11

Quoted from the listing:
In FXIIa inh, CCSc1nnc(CNC(=O)C23CC4CC(CC(C4)C2)C3)n1C1CCCCC1 has the entry 10
In Rad51 HR inh, CCN(CC)C(=O)CC(c1ccccc1)c1ccco1 (stereo unspecified) has the entry 0
In FXIIa inh, Cc1ccccc1CN1C(=O)C(O)(CC(=O)c2ccncc2)c2ccccc21 (stereo unspecified) has the entry -3
In thrombin 1536, N/C(=N\OC(=O)c1cc([N+](=O)[O-])ccc1Cl)c1ccccn1 has the entry -4
In Rad51 HR inh, COC(=O)CN(c1ccccc1[N+](=O)[O-])S(=O)(=O)c1ccccc1 has the entry 5

Going on with the list.
FXIa inh	Cl transport mod	structure	Calpain2 inh	Furin inhibitor	PERK inhibitor	Rad51 HR inh	KLK5 inh	FXIIa inh	thrombin 1536
5	0.47	O=C(COC(=O)c1ccc(N2CCCC2=O)cc1)NCc1ccco1	-3	-12	1.3	-5	5	1	-10
3	-2	Cn1c(SC/C=C/c2ccccc2)nnc1-c1cccs1	-2	-18[20 µM]	-0.3	4	-8	9	-5
18	0.21	Cc1cc(C)nc(Nc2n[nH]c(COc3ccccc3)n2)n1	7	-13	0.8	8	-4	23	2
-3	-2.5	O=C(c1cccs1)N1CCN(c2nnc(-c3ccccc3)c3ccccc23)CC1	8	-18	0.1	-10	-2	9	-7
-2	0.73	Cc1ccc2nc3c(cc2c1)c(NC(=O)c1ccco1)nn3CC(C)C	-57	-18	-2.6	4	-3	2	-6
3	-0.77	CCCN(CCC)S(=O)(=O)c1ccc(NS(=O)(=O)c2ccc(F)cc2)cc1	-21	-9[20 µM]	0.7	x	-7	10	4
2	0.13	Cc1nc2sc(C(c3ccc(F)cc3)N3CCN(C(=O)c4ccco4)CC3)c(O)n2n1 (stereo unspecified)	-6	-19	1.2	-2	-10	6	-6
-7	1.3	COc1ccc(NC(=O)C(CC(=O)O)C(C)c2ccccc2)cc1 (stereo unspecified)	-18	-14	0.2	4	-9	4	-6
-6	-0.36	COCCn1c(SCC(=O)Nc2sccc2C(N)=O)nc2cc(Cl)ccc2c1=O	-44	-17[20 µM]	-0.3	3	-3	0	-6
3	0.2	N#CCC(=O)N/N=C/c1ccc(Cl)cc1	-25	-12	0.9	14	1	3	-4
-6	0.36	COc1cc(Cl)c(S(=O)(=O)NCCCN2CCOCC2)cc1Cl	15	-29[20 µM]	0.9	2	-1	7	0
8	0.49	Cc1ccc(S(=O)(=O)/N=C(/Nc2ccccn2)c2ccc(Cl)cc2)cc1	8	-8[20 µM]	0.8	12	-3	12	1
5	0.11	CCOc1ccc(NC(=O)COC(=O)c2cccnc2)cc1	-33	-24	2.1	0	-4	11	-5
2	1.2	Cc1ccc(-c2nn(-c3ccccc3)cc2/C=C(\C#N)C(=O)NCc2ccccc2)cc1	-314	-28	0.8	7	-27	3	-8
-3	-0.83	COC(=O)c1ccc(C(=O)N(CCN(C)C)c2nc3c(Cl)cccc3s2)cc1	-10	-21	0.4	3	-1	3	-6
8	-1.2	O=C(NCC1(c2ccccc2)CCCC1)c1ccc(Br)cc1	23	-30	-0.2	x	-19	14	0
19	x	CCS(=O)(=O)c1ccc(NC(=O)c2ccccc2Cl)c(O)c1	-8	-24[20 µM]	2.1	20	-5	12	0
2	-0.33	Cc1csc(SCC(=O)NC(=O)NCCC(C)C)n1	15	-26	0.0	8	3	11	1
7	0.99	COC(=O)c1ccc(C)c(NC(=O)CCSc2ccccc2)c1	10	-6[20 µM]	0.0	-1	-11	26	2
-1	x	O=C(CSc1nnc(-c2cccnc2)n1Cc1ccco1)N1c2ccccc2Sc2ccccc21	-29	-19	-1.4	-3	14	11	-5
6	-0.1	CN(C)CC(C)(C)CNC(=O)c1cc(=O)c2ccccc2o1	-35	-2[20 µM]	-0.3	20	1	14	5
-2	0.16	N#Cc1ccccc1CSc1nc(O)cc(=O)[nH]1	8	-6[20 µM]	0.8	-11	-1	13	-1
9	-0.84	O=C(OC1CCCCC1=O)c1cc(=O)c2ccccc2o1 (stereo unspecified)	-42	-11	1.9	8	-16	20	4
-4	-0.33	CSc1ncccc1C(=O)OCc1ccc(Br)cc1	3	-26	-0.3	-4	-2	8	-5
-4	0.75	CC(C)(C)NNC(=S)Nc1cccc(C(F)(F)F)c1	2	-19	0.8	13	-1	3	-5
6	0.39	COc1ccc(NC(=O)/C(C#N)=C/c2c(C)nn(-c3ccc(F)cc3)c2Cl)cc1Cl	-53	-7	0.8	1	-20	12	-2
6	-0.32	C/C(CC(=O)NCc1ccco1)=N\NC(=O)Cc1ccc(Cl)cc1	-15	-20[20 µM]	0.0	0	7	19	-1
2	x	CC(=O)Nc1ccc(S(=O)(=O)N2CCSC2c2ccccc2Cl)cc1 (stereo unspecified)	-35	-10	-1.7	2	-1	5	-6
7	-0.93	COc1ccc2nc(-c3ccccc3)cc(OC)c2c1	0	-112	-1.0	x	39	16	29
-4	0.53	O=C(Nc1ccc(Br)c(Cl)c1)C1CC1	18	-12[20 µM]	1.4	-6	-1	2	-4
-3	-0.43	CC(C(=O)NCc1ccc2c(c1)OCO2)N1c2cccc3cccc(c23)S1(=O)=O (stereo unspecified)	-38	-29	-0.7	-9	-4	9	-4
-4	-0.3	CCOC(=O)C1CCCN(C(=O)c2ccc(C)cc2O)C1 (stereo unspecified)	-4	-23[20 µM]	1.3	-7	5	-2	-4
-5	-0.17	Cc1ccc(S(=O)(=O)N2CCOC2C(Cl)(Cl)Cl)cc1 (stereo unspecified)	-9	-16	1.4	17	-3	-1	-2
2	0.82	c1coc(C2Nc3ccccc3C3OCCC23)c1 (stereo unspecified)	-19	-9[20 µM]	1.8	0	2	12	1
0	-1.2	CN1CCN(C(=S)NC(=O)c2cccc(S(=O)(=O)N(C)C)c2)CC1	12	-23	1.1	4	-1	11	-3
1	0.081	Nn1c(SCc2ccccc2)nnc1-c1ccco1	-1	-11	2.1	3	-5	6	-4
-1	0.057	CSc1ccc(-c2ccco2)nn1	-48	-27	1.1	6	4	13	9
5	0.92	C/C=C/c1ccc(OCCCCn2cncn2)c(OC)c1	-74	-16[20 µM]	-0.6	4	-9	-1	-1
0	1.7	C/C(=N\Nc1ccc([N+](=O)[O-])cc1)c1ccc(-n2nncc2C(C)(C)C)cc1	-11	-4	1.1	-120	-3	6	-1
8	-0.62	CCCCc1nc2ccccc2c(NC(=O)CN2CCCC2)c1CCC	-16	-18[20 µM]	-0.5	-3	-5	14	3
2	-0.061	COc1ccc(C2CC(=O)C3=C(C2)Nc2ccccc2N(C(C)=O)C3c2ccco2)cc1 (stereo unspecified)	-79	-5	-0.4	7	9	17	4
10	-1.8	O=C(O)CC(NC(=O)c1cccc([N+](=O)[O-])c1)c1ccc2c(c1)OCO2 (stereo unspecified)	-24	-17	1.1	-4	16	10	-9
